Casp6 inh: caspase-6 (human) enzyme inhibition; purified caspase-6, Z-VEID-R110 cleavage fluorescence; AID 686996; hit rate 0.53% among 350,000; inhibition, % at 12.5 µM; P55212;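 active = mean inhibition across replicates at least about 35%, with every replicate also reaching that limit, limit read from the data; inconclusive = only one of the two criteria met; inactive = neither criterion met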;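 also: 0% = median of neutral control wells and 100% = no fluorescence left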
Target sequence (P55212 24-179 limits assumed): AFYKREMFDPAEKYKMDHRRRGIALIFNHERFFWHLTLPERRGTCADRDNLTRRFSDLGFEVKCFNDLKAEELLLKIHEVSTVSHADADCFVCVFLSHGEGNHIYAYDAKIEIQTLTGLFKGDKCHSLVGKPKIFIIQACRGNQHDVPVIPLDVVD
Target sequence (P55212 194-293 limits assumed): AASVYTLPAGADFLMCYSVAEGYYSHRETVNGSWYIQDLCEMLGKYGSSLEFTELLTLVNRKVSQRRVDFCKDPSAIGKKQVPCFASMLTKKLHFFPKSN
DENV2 CPE: DENV2-induced cell death inhibition | DENV2-infected cells, cytopathic effect rescue, plate reader | CPE inhibition, % at 9.99 µM | hit rate 1.7% among 350,000 | AID 651640; in the data active = CPE inhibition above about 20%, passing the limit was not always enough; inconclusive = no clear call, values can overlap the other calls; tested in BHK-21 cells;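 also: 0% = median of neutral control wells and 100% = median of positive control wells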
ARNT-TACC3 inh: ARNT/TACC3 interaction disruption; Q9Y6A5; AlphaScreen His-ARNT PAS-B/GST-TACC3 binding, luminescence; TACC3 fragment carries E629A point mutation; inhibition, % at 9.99 µM; hit rate 0.66% among 390,000; AID 623870;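 active = mean inhibition of replicates at least 50% and at least half of replicates each reaching 50%; inconclusive = half or more replicates reach 50% but mean below 50%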;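 also: 0% = complete ARNT plus TACC3 wells and 100% = ARNT alone without TACC3; many hits fall short of the cut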
SIRT5 block: blocks human SIRT5 desuccinylation of peptide | hit rate 1.1% among 330,000 | inhibition, % at 15 µM | Purified SirT5, succinyl-peptide AMC, trypsin-coupled fluorescence | Q9NXA8; in the data active = inhibition above about 15%; inconclusive = no clear call, values can overlap the other calls
Target sequence (Q9NXA8 whole entry, looked up): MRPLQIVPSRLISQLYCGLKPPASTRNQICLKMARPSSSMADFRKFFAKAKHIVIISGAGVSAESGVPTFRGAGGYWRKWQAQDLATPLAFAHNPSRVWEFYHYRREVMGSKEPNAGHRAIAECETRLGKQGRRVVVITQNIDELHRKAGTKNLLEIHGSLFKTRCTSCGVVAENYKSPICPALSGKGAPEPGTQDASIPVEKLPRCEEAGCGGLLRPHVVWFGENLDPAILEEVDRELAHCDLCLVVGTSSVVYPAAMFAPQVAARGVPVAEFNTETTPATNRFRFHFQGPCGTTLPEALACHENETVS
PAX8 inh HTS: inhibitors of PAX8 transcriptional activity in RMG-I cells. inhibition, % at 12.6 µM. RMG-I TPO-luciferase reporter, SteadyGlo, 24 h. hit rate 1.2% among 360,000. AID 652154;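 active = mean replicate inhibition at least 60% with every replicate also reaching 60%; inconclusive = only one of the two criteria is met; inactive = mean below 60% and not all replicates reaching 60%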;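 also: luciferase light reporting Pax8 driven TPO promoter activity; plate controls were median of neutral control wells for no effect and mitoxantrone controls for full effect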
LGR2 antag: inhibitors of bursicon-induced Drosophila LGR2 receptor cAMP signaling. HEK293 LGR2, CRE-luciferase, bursicon-stimulated, 4 h. inhibition, % at 9.99 µM. hit rate 0.35% among 380,000;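 active = drop in luminescence signal, shown as inhibition above about 50% in the replicate tests, limit read from the data, passing the limit was not always enough; inconclusive = probably only some replicates passing the limit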;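 also: agonist challenge used bursicon conditioned medium at about half maximal strength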
EWS-Fli block: inhibitors of EWS/Fli oncoprotein transcriptional activity; hit rate 0.67% among 350,000; AID 651661; inhibition, % at 12.6 µM; A673 NR0B1-luciferase reporter, viability-normalised;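 active = mean inhibition of at least 50% after viability correction, with every replicate also passing that limit; inconclusive = mean reaches 50% but only one of two replicates passes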;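 also: firefly luciferase signal divided by Alamar Blue viability fluorescence both relative to DMSO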
* hit, by the source's call; ? = inconclusive; nt = not tested or not shown; & = joins results of further samples.

SMILES	Casp6 inh	DENV2 CPE	ARNT-TACC3 inh	SIRT5 block	PAX8 inh HTS	LGR2 antag	EWS-Fli block
C[C@@H]1CN([C@@H](C)CO)C(=O)Cc2cc(NC(=O)C3CCCCC3)ccc2O[C@@H]1CN(C)Cc1ccc2c(c1)OCO2	0	-1	3	7	nt	3	0
COc1ccc(OC)c(/C=N/NC(=O)CCCC(=O)Nc2cccc(Br)c2)c1	1	18	3	-2	nt	4	-7
Cc1noc(C)c1NC(=O)N(C)C[C@H]1Oc2ccc(NC(=O)Nc3cccc4ccccc34)cc2CC(=O)N([C@H](C)CO)C[C@@H]1C	2	3	nt	5	16	-11	4
C[C@H]1CN([C@@H](C)CO)C(=O)c2cccc(NC(=O)Nc3ccc(C(F)(F)F)cc3)c2O[C@H]1CN(C)S(=O)(=O)c1ccc(F)cc1	1	-2	3	16*	-3	-4	-16
C=CCc1c(C)nc(-c2ccccc2)nc1N/N=C/c1ccncc1	-3	-4	-4	-2	6	-28	-5
NC(=O)c1cccc(-c2coc3c(C(=O)NC4CCCCC4)cccc23)c1	4	-3	nt	0	17	-14	-2
COc1ccc(NC(=O)C2CCC(CNc3c(N4CCOCC4)c(=O)c3=O)CC2)cc1Cl (configuration not stated)	0	-6	1	10	10	8	5
Nc1c(Cl)c(Cl)nc(C(=O)OCC(=O)NCc2ccccc2)c1Cl	2	2	-3	-2	20	2	6
COc1cc(C(c2c(C)[nH][nH]c2=O)c2c(C)[nH][nH]c2=O)cc(OC)c1OC	17	11	4	0	-65	6	2
Cc1csc2nc(CNC(=O)CCC(=O)O)cn12	0	8	-7	1	10	22	8
Cc1nn(Cc2c(F)cccc2Cl)c(C)c1[N+](=O)[O-]	2	6	7	-3	15	-10	18
CC1CCCCC1NC(=O)COC(=O)COc1ccccc1Cl (configuration not stated)	0	-1	nt	-5	13	-6	0
C=CCNC(=O)CC(=O)N/N=C/c1ccc(F)cc1	nt	nt	-1	nt	-23	-23	nt
C=CCN(Cc1ccc(Cl)s1)C(=O)CNC(=O)CNC(=O)c1ccc(Cl)cc1Cl	2	-7	3	-3	18	-13	1
CN1CCN(c2ncnc3c2ncn3[C@H]2CN(Cc3ccncc3)C[C@@H](CO)O2)CC1	-4	-6	nt	-3	-24	27	4
COc1ncccc1C(=O)N1CCCC(C(=O)c2cc(F)ccc2F)C1 (configuration not stated)	0	0	0	2	8	4	13
CC(=O)NCCC(=O)Nc1nc(-c2ccccc2Cl)cs1	1	3	-2	-4	-10	-3	9
Cn1cc(SCC(=O)NCC2CCCO2)c2ccccc21 (configuration not stated)	1	5	-3	-3	-4	-10	-1
O=S(=O)(c1ccc(Br)cc1Cl)N1CCCN(c2ccc(C(F)(F)F)cn2)CC1	-3	-10	-16	-2	20	19	12
O=C(C1CCCO1)N1CCN(C(=O)C23CC4CC(CC(C4)C2)C3)CC1 (configuration not stated)	1	-3	nt	nt	-3	-1	-4
Cc1ccc(C(=O)N2CCCC(C(=O)Nc3cccc(-c4ccc(F)cc4)c3)C2)cn1 (configuration not stated)	3	2	8	0	8	32	nt
COc1ccc(CC(NC(C)=O)C(=O)NC2CCN(C(=O)Nc3ccccc3C)CC2)cc1OC (configuration not stated)	nt	-2	-9	2	-4	-2	5
C=CCn1c(SCc2ccc(C(=O)NCCO)cc2)nc2ccccc2c1=O	5	-5	-1	2	-13	2	2
C[C@H]1CCCCO[C@H](CN(C)C(=O)C2CCCCC2)[C@@H](C)CN([C@@H](C)CO)C(=O)c2cc(NC(=O)Nc3ccccc3)ccc2O1	0	-4	-10	1	39	15	-5
COc1ccc(S(=O)(=O)N2CCCC(C(=O)N3CCCC3)C2)cc1OC (configuration not stated)	5	-1	1	-2	0	13	2
C[C@H]1CN([C@@H](C)CO)C(=O)c2cc(N(C)C)ccc2O[C@H]1CN(C)S(=O)(=O)c1ccc(Cl)cc1	0	1	nt	3	2	4	9
O=C(CN(CCc1ccccc1)S(=O)(=O)c1ccc(Cl)cc1)N/N=C/c1ccc2c(c1)OCO2	nt	nt	-10	nt	3	-15	nt
Cc1cc(C)nc(/N=C(\N)Nc2ccc(OCCC(C)C)cc2)n1	-3	-14	3	2	24	6	21
CCCN1C[C@H](C)[C@H](OC)CN(C)C(=O)c2cc(NC(=O)c3ccno3)ccc2OC[C@H]1C	0	12	-4	1	-1	-6	0
O=C(C(Cl)Cl)N1CCN(Cc2ccc3c(c2)OCO3)CC1	-2	-3	-11	1	26	-2	-3
Cc1noc(C)c1NC(=O)N[C@H]1CC[C@@H](CC(=O)N2CCN(C)CC2)O[C@H]1CO	-1	-2	8	3	nt	2	nt
COc1cccc(/C=C/C(=O)OCC(=O)N2CCCC2)c1OC	-1	-4	nt	8	-16	-41	1
COc1ccc2nc(NC(=O)c3cccc(N4C(=O)CCC4=O)c3)sc2c1	2	-3	nt	-3	-38	-8	13
C[C@H]1CN([C@@H](C)CO)C(=O)c2cccc(NS(=O)(=O)c3cccs3)c2O[C@@H]1CN(C)C(=O)Nc1cccc2ccccc12	-1	?	26	0	nt	35	5
CCCCc1nc2cc(C(=O)N3CCCCC3COC)ccc2o1 (configuration not stated)	-5	4	-2	0	-96	-11	-43
C[C@H]1CN([C@@H](C)CO)C(=O)c2cc(C#Cc3ccccc3F)cnc2O[C@H]1CN(C)C(=O)C1CC1	2	-10	-10	-5	nt	-10	-3
COc1ccc(CNC(=O)c2cc(-c3cc(C)cc(C)c3O)n[nH]2)cc1	-4	1	-2	-3	-2	6	-4
COCC(=O)NC[C@H]1[C@@H](c2ccc(-c3ccccc3)cc2)[C@@H](CO)N1C(C)=O	0	-7	-18	1	7	7	-3
COC(=O)COc1ccc(S(=O)(=O)N2CCc3ccccc3C2)cc1C	-1	nt	1	nt	nt	-7	nt
CCOc1ccc(C2=Nc3ccc(Br)cc3C(c3ccc(N4CCOCC4)cc3)=NN2)cc1	nt	nt	-5	nt	-37	-45	nt
C[C@H]1CN([C@@H](C)CO)C(=O)CCCn2cc(nn2)CO[C@@H]1CN(C)S(=O)(=O)c1ccccc1F	1&-3&0	-3&-1&0	-13&-8	-1&-5&-2	-14&-4	0&5	4&-1&-5
CCc1nc2ccc(C(=O)NCCCn3ccnc3)cn2c1N(C)C(=O)c1cccc(OC)c1	-9	-7	nt	0	-17	-18	-1
COc1cc(/C=C/c2c([N+](=O)[O-])c(=O)n(C)c(=O)n2C)cc(OC)c1OC	-3	-4	-2	-2	nt	1	8
CC(C)CC(NC(=O)c1ccccc1NC(=O)c1ccccc1)C(=O)O (configuration not stated)	0	-3	nt	-4	-15	-8	11
Cc1noc(C)c1NC(=O)Nc1ccc2c(c1)C(=O)N([C@@H](C)CO)C[C@H](C)[C@H](CN(C)C(=O)NC1CCCCC1)OCCCC[C@@H](C)O2	3	29*	-7	-2	-16	5	-6

2 compounds from above, reduced to PAX8 inh HTS and ARNT-TACC3 inh:
molecule	PAX8 inh HTS	ARNT-TACC3 inh
CCOc1ccc(C2=Nc3ccc(Br)cc3C(c3ccc(N4CCOCC4)cc3)=NN2)cc1	-37	-5
C[C@H]1CN([C@@H](C)CO)C(=O)CCCn2cc(nn2)CO[C@@H]1CN(C)S(=O)(=O)c1ccccc1F	-14&-4	-13&-8

Later entries:
SMILES	Casp6 inh	DENV2 CPE	ARNT-TACC3 inh	SIRT5 block	PAX8 inh HTS	LGR2 antag	EWS-Fli block
CO[C@H]1CN(C)C(=O)c2ccc(NC(=O)c3ccc(-c4ccccc4)cc3)cc2OC[C@@H](C)NC[C@@H]1C	nt	nt	nt	-1	8	?	3
O=S(=O)(c1ccc(NC(=S)N2CCCCC2)cc1)N1CCCCC1	-4	-3	nt	2	14	3	10
Cc1cccnc1C(NC(=O)C1CCN(CCCOc2ccc(F)cc2)CC1)c1ccccc1 (configuration not stated)	0	-6	nt	nt	5	-8	8
COc1ccc(NC(=O)Nc2ccc3c(c2)CC(=O)N([C@H](C)CO)C[C@@H](C)[C@@H](CN(C)S(=O)(=O)c2ccc(F)cc2)O3)cc1	2	2	-18	3	14	0	13
COc1cc(C2Nc3ccccc3C(=O)N2c2ccccc2)c(Br)cc1OCC(=O)O (configuration not stated)	nt	nt	1	nt	-13	12	nt
Cc1ccnc(NC(=O)COC(=O)c2ccc(F)cc2F)n1	2	0	-9	0	5	-28	-8
CCC(=O)N1[C@H](CO)[C@@H]2c3ccccc3N(C(=O)c3ccncc3)C[C@@H]21	-2	6	-1	-2	4	-5	-1
CCCN1CCN(CCCNC(=O)C(CC)n2nc(C)c3sc4ccccc4c3c2=O)CC1 (configuration not stated)	-16	-1	-1	1	0	8	-2
O=C(Nc1ccc(F)cc1)N[C@@H]1C[C@@H]2O[C@@H](CO)CC[C@@H]2O[C@@H]1CCc1ccc(C2=CCCC2)cc1	nt	-10	nt	nt	7	nt	-4
C[C@@H]1CN([C@H](C)CO)C(=O)Cc2cc(NS(=O)(=O)c3cccs3)ccc2O[C@H]1CN(C)C(=O)NC1CCCCC1	-1	-4	-5	-1	nt	13	-13
C/C(CS(=O)(=O)c1ccccc1)=N\O	-4	0	-2	6	-6	-13	-2
COc1ccc(NC(=O)CN(C)C(=O)c2ccc3ccccc3c2)cc1	-2	-9	-2	-2	9	-14	-12
COc1cc(C(=O)N2C[C@H]3CC[C@H]2C3)ccc1OC1CCN(C(C)=O)CC1	-3	-2	-14	-6	-14	1	-7
Cc1ccc(-c2noc(C3CCCN(C(=O)c4cccc([N+](=O)[O-])c4)C3)n2)o1 (configuration not stated)	-1	1	-9	1	-2	-28	-53
COc1ccc(NC(=O)N(C)C[C@@H]2OCCCC[C@@H](C)Oc3ccc(NS(=O)(=O)c4cccs4)cc3C(=O)N([C@H](C)CO)C[C@H]2C)cc1	10	1	-7	-6	nt	-1	0
COc1ccc(C)cc1NC(=O)CSc1nc2ccccc2nc1N1CCCCC1	-2	3	2	-3	3	nt	14
Clc1cccc(Cl)c1/C=N/Nc1c(Cl)cncc1Cl	-1	-4	8	-6	13	-4	10
C[C@@H]1CCCCO[C@@H](CN(C)S(=O)(=O)c2cn(C)cn2)[C@H](C)CN([C@@H](C)CO)C(=O)c2cc(NC(=O)Nc3ccccc3)ccc2O1	1	-1	5	1	14	-13	-12
COc1ccc2c(=O)c3c(=O)n(CCc4ccccc4)c(C(C)C)nc3oc2c1	-2	1	-6	1	4	6	8
O=C(CSc1nc(-c2ccc(Cl)cc2)[nH]c(=O)n1)Nc1cccc(Cl)c1	2	2	30	nt	18	-5	5
CN(C(=O)COc1ncnc2ccccc12)C1CCCCC1	2	-18	-9	-1	-12	8	-12
Cc1ccc(S(=O)(=O)N2CC[C@@H]3[C@@H](CO)Nc4ccc(-c5cccc(C(=O)N(C)C)c5)cc4[C@@H]32)cc1	nt	nt	-2	nt	-11	24	4
C[C@@H]1CN([C@H](C)CO)C(=O)c2cc(NC(=O)Nc3ccccc3)ccc2O[C@@H]1CN(C)C	4	-3	nt	-1	-7	8	nt
Cn1cnnc1SCC(=O)c1c[nH]c2ccccc12	-2	2	-23	0	nt	-3	-29
O=C(CN1CCCCCC1)Nc1ccc([N+](=O)[O-])cc1Cl	-1	-2	3	-4	7	-5	-5
C=CCNC(=S)Nc1ccc(Cl)c(S(=O)(=O)N2CCOCC2)c1	0	-3	1	-4	16	-5	0
O=C(NCC[C@H]1CC[C@@H](NS(=O)(=O)c2ccccc2)[C@@H](CO)O1)c1ccccc1F	2	13	3	-2	2	-3	1
CC(C)[C@H](NC(=O)c1ccccc1)C(=O)OCC(=O)/C=C1/N(C)c2ccccc2C1(C)C	-3	0	5	-3	5	nt	10
CC1(C)CC(=O)C=C(c2cccc(Br)c2)C1	-2	?	3	nt	-5	21	14
Cc1ccccc1Cc1c(C)nc2c(C(=O)NCc3ccco3)cnn2c1C	12	1	7	-5	nt	12	15
CC(NS(=O)(=O)c1ccc2c(c1)OCCO2)c1ccccc1 (configuration not stated)	-3	-4	-10	-1	6	4	0
CCN1C(=O)/C(=C\c2nc3ccccc3c(=O)n2-c2ccccc2)c2ccccc21	15	9	-19	-7	30	30	22

Source: PubChem
